SMARCA2 act: activators of SMARCA2 function. MG213 cells, MMTV-luciferase reporter, dexamethasone, overnight. activation, % at 9.1 µM. actives 1% (n = 370,000); in the data active means activation above about 7.8%;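 further: 0% = vehicle wells and 100% = reference activator wells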
NR1D1 modulator: Rev-erb alpha (human) modulation; actives 0.79% (n = 370,000); Rev-erbα–FITC-DNA binding, fluorescence polarization, 90 min; activity, % at 10 µM; P20393;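 active means activity above about 14%, limit read from the data; passing the limit was not always enough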;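 further: 0% = DMSO wells with 35 nM protein and 100% = DMSO wells with 750 nM protein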
hgDAF12 agonist: agonists of H. glycines DAF-12 nuclear receptor; HEK293 GAL4-hgDAF12 UAS-luciferase reporter, agonist luminescence; normalized to butyrate control; activation, % at 6.8 µM; actives 1.8% (n = 370,000); AID 687014;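 active means activation above a cutoff set at the mean of all screened compounds plus 3 SD, cut at about 10% in these data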;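 further: 0% = DMSO wells and 100% = sodium butyrate wells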
ADAM17 inh: ADAM17 inhibition, QFRET primary screen | actives 0.83% (n = 370,000) | recombinant ADAM17, EDANS/DABCYL FRET peptide cleavage | P78536 | inhibition, % at 6.95 µM;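 active means inhibition above the mean of compounds lying between control limits plus 3 SD, set per campaign, cut at about 8.5% in these data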;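 further: 0% = DMSO-only wells as the low control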
DAX1 inh-1: inhibitors of DAX1 repression of SF-1 activated StAR promoter | inhibition, % at 6.8 µM | actives 1.1% (n = 370,000) | HEK293T StAR-luciferase reporter, SF-1/DAX-1 repression relief | AID 652010;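 active means inhibition above the mean over all tested compounds plus 3 SD, cut at about 3.6% in these data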;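 further: 0% = DAX-1 cells with DMSO and 100% = cells lacking DAX-1 with DMSO; higher inhibition means more luminescence from relief of DAX-1 repression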
hcDAF12 agonist: activates DAF-12 receptor from parasite H. contortus. HEK293 hcDAF-12 lit1-tk-luc reporter, luminescence; 0% DMSO, 100% Δ7-dafachronic acid. activation, % at 6.8 µM. actives 1.4% (n = 370,000). AID 652067;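 active means activation above the mean of all tested compounds plus 3 SD, cut at about 5.5% in these data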;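 further: 100% = response to 3 µM Δ7-dafachronic acid high control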
MBD2 DNA inh: MBD2-methylated oligo binding inhibition | inhibition, % at 4.4 µM | TR-FRET, MBD2 binding to methylated oligonucleotide | actives 0.31% (n = 370,000) | Q9UBB5; in the data active means inhibition above about 13%
ssDAF-12 act: activates DAF-12 receptor from parasite S. stercoralis; actives 1% (n = 370,000); HEK293 ssDAF-12/GRIP1 lit1-tk-luc reporter, luminescence; % of 3 µM dafachronic acid response; activation, % at 6.8 µM; AID 652126;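 active means activation above the mean over all tested compounds plus 3 SD, cut at about 0.9% in these data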;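 further: 0% = DMSO-only wells and 100% = 3 µM delta7-dafachronic acid wells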
PLC-gamma1 inh: inhibitors of human phospholipase C gamma1. actives 0.84% (n = 370,000). purified PLC-gamma1, fluorogenic substrate, fluorescence. inhibition, % at 12.2 µM. P19174; in the data active means inhibition above about 9.5%
Target sequence (P19174 whole entry, looked up): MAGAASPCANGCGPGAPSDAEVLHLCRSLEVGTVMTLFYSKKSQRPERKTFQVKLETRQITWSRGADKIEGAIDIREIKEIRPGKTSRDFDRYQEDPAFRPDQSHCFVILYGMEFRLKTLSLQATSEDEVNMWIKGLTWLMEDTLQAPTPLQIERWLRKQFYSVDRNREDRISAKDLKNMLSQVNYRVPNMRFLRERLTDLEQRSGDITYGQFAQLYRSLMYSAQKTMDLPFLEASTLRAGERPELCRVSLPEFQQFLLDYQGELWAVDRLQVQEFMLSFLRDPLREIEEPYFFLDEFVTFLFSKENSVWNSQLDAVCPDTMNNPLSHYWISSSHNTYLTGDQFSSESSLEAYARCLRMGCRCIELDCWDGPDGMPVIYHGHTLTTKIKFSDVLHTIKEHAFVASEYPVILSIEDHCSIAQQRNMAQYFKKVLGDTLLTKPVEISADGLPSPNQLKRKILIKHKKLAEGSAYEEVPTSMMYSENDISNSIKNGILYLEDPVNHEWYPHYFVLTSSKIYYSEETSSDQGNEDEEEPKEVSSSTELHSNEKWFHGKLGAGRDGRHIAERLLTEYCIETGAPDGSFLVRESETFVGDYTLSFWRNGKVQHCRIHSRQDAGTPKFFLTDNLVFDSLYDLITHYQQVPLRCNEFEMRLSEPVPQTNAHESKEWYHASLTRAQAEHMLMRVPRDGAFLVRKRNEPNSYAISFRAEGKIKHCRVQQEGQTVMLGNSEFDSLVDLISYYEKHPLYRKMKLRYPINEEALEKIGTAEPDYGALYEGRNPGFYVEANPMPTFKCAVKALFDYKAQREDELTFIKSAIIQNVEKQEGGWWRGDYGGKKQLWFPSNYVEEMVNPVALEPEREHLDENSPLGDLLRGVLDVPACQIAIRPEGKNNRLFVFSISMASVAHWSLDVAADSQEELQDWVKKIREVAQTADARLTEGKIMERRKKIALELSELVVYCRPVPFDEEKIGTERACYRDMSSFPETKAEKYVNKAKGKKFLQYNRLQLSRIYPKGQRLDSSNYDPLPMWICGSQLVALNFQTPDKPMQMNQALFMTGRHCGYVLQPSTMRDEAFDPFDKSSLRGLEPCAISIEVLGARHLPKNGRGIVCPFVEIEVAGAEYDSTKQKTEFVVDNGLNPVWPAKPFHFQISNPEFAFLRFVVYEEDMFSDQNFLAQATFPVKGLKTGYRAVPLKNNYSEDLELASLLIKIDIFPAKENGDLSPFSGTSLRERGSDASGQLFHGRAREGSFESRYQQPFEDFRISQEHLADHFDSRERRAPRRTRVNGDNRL
DAX1 inh-2: inhibitors of human orphan nuclear receptor DAX1 (NR0B1) | P51843 | HEK293 Gal4-DAX1 luciferase reporter, luminescence | inhibition, % at 6.75 µM | actives 0.99% (n = 340,000) | AID 504766;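 active means inhibition above the mean over all tested compounds plus 3 SD, cut at about 4.2% in these data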;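 further: 0% = DAX1-transfected cells with DMSO and 100% = empty-vector control cells with DMSO; inhibition shows as a rise in luminescence from relieved DAX1 repression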
PLC-beta3 inh: blocks human PLC-beta3 enzyme activity; actives 0.18% (n = 370,000); inhibition, % at 12.2 µM; AID 720704; Purified PLC-beta3, fluorogenic substrate, fluorescence; Q01970; in the data active means inhibition above about 11%;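 further: 0% = median of compound wells on plate and 100% = full blocker control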
Numbers without * were called inactive; x = no result given; & = joins results of further samples.

SMILES | SMARCA2 act | NR1D1 modulator | hgDAF12 agonist | ADAM17 inh | DAX1 inh-1 | hcDAF12 agonist | MBD2 DNA inh | ssDAF-12 act | PLC-gamma1 inh | DAX1 inh-2 | PLC-beta3 inh
CC1CN(/C=C/C=O)C(C)CC1OC(=O)c1ccccc1 (stereo unspecified) | -3 | 5 | 0.1 | -10 | 0.1 | -1.3 | 0 | -1.1 | -21 | -0.4 | -29
Oc1ccc(N=Nc2c(O)ccc3ccccc23)cc1 | -1 | 3 | -3.0 | 6 | -0.1 | -0.6 | -5 | -1.7 | 0 | -0.6 | -1
O=C(OCCN1C(=O)c2ccccc2C1=O)c1cccs1 | -1 | 3 | 1.2 | 2 | -0.1 | -2.1 | -4 | -1.3 | -5 | -1.4 | 5
Cc1cc(C)n2nc(CNS(=O)(=O)c3ccc([N+](=O)[O-])cc3)nc2n1 | 0 | 3 | 2.6 | 0 | 1.3 | -0.5 | 2 | -1.1 | 0 | -0.2 | -2
CCc1c(C)nc2ncnn2c1NCCc1ccc(Cl)cc1 | -4 | 1 | -4.4 | -4 | -2.6 | -3.9 | 5 | -2.7 | -2 | -2.3 | -5
Cc1ccc(NC(=O)Cn2nnc3ccccc3c2=O)cc1 | 2 | -4 | 3.4 | -3 | 1.9 | 2.1 | -3 | -0.1 | -2 | 1.4 | -4
C#Cc1ccc([C@@H]2C=C(C(=O)N3CCN(Cc4ccc5c(c4)OCO5)CC3)O[C@H](OCCCCO)C2)cc1 | -1 | 2 | -1.5 | -5 | -0.3 | -1.6 | -1 | -1.5 | -17 | 0.2 | -22
COc1ccc(CC(NC(C)=O)C(=O)N2CCN(C(=O)Nc3cccc(F)c3)CC2)cc1OC (stereo unspecified) | 0 | -5 | -1.3 | 0 | -0.4 | -4.1 | 9 | -1.6 | 0 | -0.2 | -1
COC(=O)[C@]12C[C@H](CC(=O)N3CCCCC3)C(=O)N(CCc3ccc(OC)c(OC)c3)C1=C[C@H](C(C)C)O[C@@H]2C1CC1 | -1 | 2 | 3.7 | -1 | -0.3 | -0.7 | -3 | -0.6 | -2 | x | -2
CCOc1cc(C(=O)N(Cc2ccccc2)c2ccc(C)cc2)ccc1OCC(=O)N1CCOCC1 | -3 | 10 | 0.7 | 1 | -1.1 | -0.8 | -1 | -1.2 | -1 | -0.3 | -3
CCOc1ccccc1N1CCN(C(=O)c2csc(C)c2CC)CC1 | -1 | -6 | -0.7 | 1 | -2.0 | -2.5 | 7 | -1.9 | -3 | 0.2 | -2
O=C(O)c1ccc(S(=O)(=O)NC2CCCCCC2)cc1 | 1 | -2 | -0.6 | -2 | 0.3 | 0.8 | 3 | -1.1 | 3 | 1.0 | -5
CCN(C(=O)CSc1nnc(-c2ccco2)n1C)c1c(N)n(Cc2ccccc2)c(=O)[nH]c1=O | -1 | -2 | 0.8 | -2 | 0.3 | 0.2 | 2 | -1.0 | -1 | 0.5 | -6
Cc1ccc(NC(=O)CN(C)C(=O)CNC(=O)c2ccc3c(c2)OCO3)cc1 | 1 | -4 | 3.5 | -2 | 1.1 | 0.9 | 1 | -0.8 | 0 | -1.2 | -5
COc1cc(C(=O)NCC(c2ccco2)N2CCCC2)ccc1OCc1ccc(Cl)cc1Cl (stereo unspecified) | -2 | -3 | 0.3 | -1 | 1.4 | -1.5 | -2 | -1.4 | -1 | 0.2 | -10
CCC(C)c1ccc(-c2cc(C(=O)OCC(=O)Nc3cc(C)on3)c3ccccc3n2)cc1 (stereo unspecified) | 2 | -2 | 0.8 | 1 | 0.8 | 3.0 | -2 | -0.5 | 0 | 1.1 | 2
CCC(=O)N1CCCc2cc(S(=O)(=O)NCc3cccs3)ccc21 | -8 | -1 | -0.3 | 3 | -1.2 | -1.4 | -4 | -1.1 | 9 | -1.0 | 10
CN(C)CCNC(=O)C(C(=O)c1ccccc1)n1ccccc1=O (stereo unspecified) | 2 | 3 | -3.2 | 0 | -0.6 | -0.7 | -2 | -1.2 | 0 | -0.7 | 1
Cc1ccc(-c2nc3ccccc3c(=O)n2CCCN2CCOCC2)cc1 | -3 | 5 | -1.1 | -6 | 0.1 | 1.2 | 3 | 0.7 | -1 | 1.3 | 0
Cc1ncc(CC(=O)n2cc(C(=O)c3cc(F)ccc3O)cn2)s1 | 4 | 6 | 8.7 | -2 | 0.5 | 0.8 | 2 | -0.8 | -10 | 2.3 | -14
Fc1cccc(CN2CCN(c3ncccn3)CC2)c1 | -1 | -1 | -0.3 | -4 | -0.6 | -0.8 | 5 | -1.6 | 2 | 2.5 | 3
COc1sc(SC)cc1/C=N/NC(=O)c1ccncc1 | -1 | 0 | -0.7 | -2 | -0.4 | 0.0 | 5 | -0.4 | 6 | -1.2 | -6
NC(=O)c1ccccc1O | -2 | 3&-6 | -0.5 | -27 | 0.7 | -0.3 | -2 | -1.3 | -6 | -0.9 | -8
N#Cc1c(Cl)nsc1NN | -2 | -1 | 2.9 | 0 | -0.3 | -1.3 | 8 | -1.6 | -8 | 0.1 | -9
CC(Sc1ccc(Br)cc1)C(N)=O (stereo unspecified) | -1 | 1 | 3.5 | -2 | 0.0 | -1.1 | 2 | -1.2 | -1 | -0.2 | 1
CC(C)N(Cc1ccccc1)S(=O)(=O)c1n[nH]c(C(C)(C)C)n1 | -1 | -3 | 1.7 | 0 | 0.9 | -0.1 | -5 | -1.5 | -1 | x | 1
COc1cccc(CN(C)c2nc(-c3cccs3)nc3ccccc23)c1 | -7 | 5 | 6.7 | -4 | -1.2 | -2.1 | -2 | -1.7 | -59 | -1.0 | -68
CCOc1ccccc1N1CC(C(=O)N(Cc2nnc(-c3ccccc3Cl)o2)C2CC2)CC1=O (stereo unspecified) | 0 | 4 | -0.4 | 0 | -0.2 | -1.0 | 1 | -0.8 | -2 | 1.1 | 0
C[C@H](NC(=O)C1CC(=O)N(c2ccc3c(c2)OCCO3)C1)C(=O)N1CCC(C(=O)O)CC1 (stereo partly specified) | -1 | -2 | 1.4 | 0 | 0.1 | -0.5 | 0 | -0.8 | 0 | 0.1 | -5
O=C(CCCCl)N1CCc2[nH]c3ccccc3c2C1 | -2 | -4 | -1.3 | -6 | 1.6 | 5.6* | -2 | 0.6 | -18 | -0.1 | -19
CN(C)c1ccc(-c2csc(C(C)(O)c3cccc(F)c3)n2)cc1 (stereo unspecified) | -3 | 7 | 4.1 | 6 | -2.7 | -2.4 | -2 | -0.9 | 1 | x | -2
O=C(CSc1n[nH]c(-c2ccncc2)n1)Nc1ccc(Br)cc1 | 1 | -4 | 1.1 | -1 | -3.7 | -0.6 | 1 | -0.7 | -8 | 0.8 | -21
O=C(NC1CC1)c1cccc(NC(=O)C2CCC2)c1 | -5 | -2 | 0.6 | 2 | 0.2 | 1.6 | -4 | -1.1 | 1 | 0.1 | 1
Cc1cc(NC(=O)CSc2nc3cc(Cl)ccc3c(=O)n2Cc2ccco2)no1 | -2 | 20* | -2.2 | -1 | -0.1 | -0.3 | -4 | -1.1 | 1 | 0.8 | -6
Cc1ccc(-n2nc(C)c(=O)c(-c3ccccc3)c2NC(=O)C(C)C)cc1 | -1 | 3 | 2.6 | -4 | -0.1 | 0.7 | 5 | -0.7 | -1 | x | -4
COc1ccc(C(=O)COC(=O)C2CCC(=O)N2)cc1 (stereo unspecified) | -4 | -8 | -2.1 | -3 | 0.4 | -0.1 | 8 | -1.5 | -2 | 0.5 | -6
O=C(NCCC1=CCCCC1)C(=O)c1c[nH]c2ccccc12 | 0 | 0 | 4.5 | 5 | 0.5 | 2.2 | 1 | -1.5 | 5 | -0.2 | 2
CCCCn1c(N)c(N(CCOC)C(=O)COC(=O)COc2c(C)cccc2C)c(=O)[nH]c1=O | -4 | 3 | -2.0 | 2 | 1.4 | -2.0 | -2 | -0.8 | 1 | 1.1 | -5
CCCNC(=O)COC(=O)CCC(=O)c1cccs1 | 2 | 1 | -0.1 | 1 | 0.3 | -0.6 | -2 | -0.8 | 3 | -0.2 | 4
C/C(=C1/SC(N2CCOCC2)=NC1=O)c1ccc(Br)cc1 | -1 | 1 | -1.1 | 0 | 0.4 | 0.0 | -1 | -1.0 | 1 | -0.3 | -5
O=C(COC(=O)/C=C/c1ccc(Br)o1)Nc1ccc2[nH]c(=O)[nH]c2c1 | 0 | -4 | -0.4 | -2 | 0.8 | -1.8 | -3 | -1.3 | 0 | 1.7 | -2
O=C(NN1C(=O)CSC1=S)C(=O)NN1C(=O)CSC1=S | 4 | 2 | -0.7 | 4 | -0.2 | -0.3 | 4 | -1.5 | 44* | -0.4 | -6
Cc1ccc2nc(SCC(=O)N3c4ccccc4CC3C)c(C)cc2c1 (stereo unspecified) | 2 | 28* | -0.7 | -5 | 0.1 | -1.1 | -2 | -1.2 | 0 | -0.9 | 3
CC(NC(=O)c1ccco1)C(=O)NC(C)c1cc(F)c(Cl)cc1Cl (stereo unspecified) | -4 | 4 | 0.7 | 1 | -0.4 | 0.3 | 4 | -1.5 | 3 | -0.5 | -5
COc1ccc(OC)c(NC(=O)N[C@H](Cc2ccccc2)C(=O)NN)c1 | 1 | -3 | -0.7 | -1 | 0.1 | -0.7 | 0 | -1.2 | 3 | 1.0 | -4
CC(C)(C)OC(=O)N1CCC(C(=O)Nc2cccc(C(=O)NCCCCc3ccccc3)c2)CC1 | 6 | -3 | 2.4 | -3 | -1.1 | -0.8 | -1 | -0.7 | -1 | 2.0 | 1
CC(C)N(Cc1nc(-c2ccccc2)no1)C(=O)C(C)(C)C | 1 | -8 | 1.8 | 3 | -0.8 | -1.7 | 0 | -1.3 | 0 | -0.3 | 3
COc1ccc(OC)c(S(=O)(=O)Nc2c(C)nn(C)c2C)c1 | 0 | -2 | 0.3 | 0 | -0.7 | -0.3 | 0 | -1.5 | 1 | -0.7 | 1
COc1cc2c(c(OC)c1OC)C(c1ccccc1C)CC(=O)O2 (stereo unspecified) | -5 | -8 | 1.6 | -4 | 0.0 | -0.3 | -3 | -0.6 | 1 | 0.0 | 1
NC(=O)CSc1nnc(-c2cnccn2)n1Cc1ccco1 | -3 | -4 | -0.4 | -4 | 0.0 | -2.2 | 4 | -2.3 | 3 | x | 4
Cc1c(S(=O)(=O)N2CCN(c3cccc(C(F)(F)F)c3)CC2)c(=O)n(C)c(=O)n1C | -3 | 2 | -0.8 | -3 | -0.8 | 3.5 | 7 | -1.6 | -2 | 0.6 | -2
COC(=O)c1ccc(COc2ccc(Cl)cc2)o1 | 1 | 0 | 2.7 | -2 | 0.2 | -0.8 | -1 | -1.3 | 0 | 1.5 | -6
CCOc1ccc(CN(C)CC(=O)Nc2ccccc2C(=O)NC2CC2)cc1 | 0 | -2 | -0.3 | 0 | -1.8 | -1.3 | 2 | -1.0 | -1 | 1.1 | -5
